Myeloid diff 2: compounds promoting myeloid differentiation; 1% of 360,000 active; AID 624256; ER-HoxA9 myeloid progenitors, lysozyme-GFP differentiation, flow cytometry; calls only at 10 µM;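 active = normalized GFP-positive differentiation at or above the plate's own cutoff, the solvent-only control mean plus 3 SD; inconclusive = no clear call, values can overlap the other calls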;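 also: cells exposed to compound for four days before flow analysis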
Myeloid diff 2 GFP+ MAC1+ %: also measured in Myeloid diff 2; calls as there; GFP+ MAC1+ double positive, %; measured here: differentiation confirmed by MAC1 staining
Numbers without * were called inactive; i = inactive; ? = inconclusive; · = no result given; + = active, no number.

SMILES	Myeloid diff 2	Myeloid diff 2 GFP+ MAC1+ %
COCOCCn1cc(CN2CCS(=O)(=O)N(Cc3ccc(-c4cccc(CO)c4)cc3)C(C(C)C)C2=O)nn1 (centres undefined)	i	0.5
CC(=O)C1(C)C(=O)N(c2ccc(F)cc2)C(=O)N1c1ccc(F)cc1 (centres undefined)	?	·
O=C1NC2=C(C(=O)CCC2)C(c2cccc([N+](=O)[O-])c2)N1 (centres undefined)	i	0.9
CS(=O)(=O)Nc1cccc(NC(=O)c2ccc(-n3ccnc3)c3ccoc23)c1	i	0.7
O=S1(=O)c2ccccc2C(O)(c2ccccc2)c2ccccc21	i	1.3
N#CC1C(=O)Nc2cccnc21 (centres undefined)	i	0.4
FC(F)(F)C(F)(F)C(F)(F)c1nc2nc(Cl)c(Cl)nc2[nH]1	i	1.4
CC(C)=CCC/C(C)=C/CNC(=O)C[C@H]1C[C@H](C(=O)N2CCOCC2)[C@@]2(C)c3[nH]c4cc(CCC(=O)N(C)C)ccc4c3CCN2C1=O	i	0.9
Cc1ccc(S(=O)(=O)N2C[C@@H](C)[C@]3(C2)[C@H](O)[C@H](OC(=O)NC2CC2)C[C@H]2C(=O)N(c4ccccc4)C(=O)[C@H]23)cc1	i	1.2
COc1ccc(C2CC=C(C(C)=O)CN2S(=O)(=O)c2ccccc2)cc1 (centres undefined)	i	0.8
Cc1ccc(C(=O)OCC(=O)c2ccc(CC(=O)N3CCOCC3)s2)c(C)c1	i	0.4
CC(=O)Nc1ccc2c(c1)-c1ccc(F)cc1C2	i	0.3
COc1ccc(-c2c(C(=O)c3ccccc3)[nH]c(N)c2C(=O)NCc2ccccc2)cc1OC	i	1.6
CCOc1ccc(NC(=O)CN(C)C(=O)CCCNC(=O)c2ccc(Cl)cc2)cc1OCC	i	2.3
C[C@H](CO)N1C[C@H](C)[C@H](CN(C)S(=O)(=O)c2ccc(Oc3ccccc3)nc2)OCc2cnnn2CCCC1=O	i	0.5
CCCCCCCCN1C(=O)[C@H](CC(=O)NCc2cccc(C(F)(F)F)c2)C[C@@]2(C(=O)OCC)CCC=C12	i	1.7
O=C(NC1CCCC1)C1c2ccccc2OCC(=O)N1CC(F)(F)F (centres undefined)	i	0.5
Cc1c(NC(=O)COC(=O)c2cccc(F)c2)c(=O)n(-c2ccccc2)n1C	i	2.2
CN1CCN(c2ccc(NC(=O)c3cc(Cl)c4c(c3)OCCO4)cc2)CC1	i	0.4
COc1cccc(CN(C)CC(=O)Nc2cc(S(=O)(=O)N3CCCC3)ccc2Cl)c1OC	i	0.7
COc1cc([N+](=O)[O-])c(C)cc1NC(=O)c1ccc(OC)c(OC)c1	i	0.4
COCCCNc1ccn2nc(-c3cccc(Cl)c3)cc2n1	i	0.8
Cc1cc(CCNC=O)c(C)c2c1sc1ccccc12	i	0.4
O=C(Cc1cccc(NC(=O)C2CCN(C(=O)CCc3ccccc3)CC2)c1)Nc1cccc(C(=O)N2CCCCC2)c1	i	1.5
CCc1nc2ccc(C(=O)NCCCn3ccnc3)cn2c1N(C)Cc1cccs1	i	1.1
O=C(NCc1cccc(C(F)(F)F)c1)c1ccc2sc([C@H]3C[C@H](O)[C@@H](CO)O3)nc2c1	i	1.5
O=C(Nc1ccc(NC(=O)c2ccccc2)c2ccccc12)c1ccccc1	i	1.7
COCCNC(=O)C1(C)CCN(C(=O)c2ccc(OC)c(F)c2)C1 (centres undefined)	i	0.6
Cc1csc(=O)n1CCC(=O)OCC(=O)N(C)c1c(N)n(Cc2ccccc2)c(=O)[nH]c1=O	i	1.3
CCCCN(C)C(=O)c1sc(=O)n(Cc2ccccc2C#N)c1C	i	2.3
CC(C)N(C)c1ncnc2c1ncn2[C@H]1CN(Cc2ccco2)C[C@@H](CO)O1	i	1.5
O=C(CCS(=O)(=O)c1ccc(Cl)cc1)Nc1nccs1	i	0.7
Cc1ncnc(N)c1CCCNc1ccccc1	i	2.1
COC(=O)c1ccc(N2C(c3cc(OC)cc(OC)c3)=Cc3ccc(OC)cc3C2CC(=O)c2ccco2)cc1 (centres undefined)	i	1.0
O=C(O)C(Cc1cccs1)c1cccs1 (centres undefined)	i	1.4
COCCNC(=O)C1(C)CCCN(C(=O)c2ccc(F)cc2Cl)C1 (centres undefined)	i	1.8
CC1(C(=O)Nc2cccc(C(F)(F)F)c2)Cc2c(-c3cccc(C(F)(F)F)c3)ccnc2O1 (centres undefined)	i	1.2
CCCCCCNC(=O)O[C@H]1C[C@@H]2C(=O)N(c3ccccc3)C(=O)[C@@H]2[C@@H]2CN(S(=O)(=O)c3ccc(C)cc3)C[C@]12O	i	1.6
CCc1nc2ccc(C(=O)NCc3cccs3)cn2c1N(CC)CCN(C)C	i	0.6
COc1cc(CCC(=O)OCC(=O)Nc2cc(S(=O)(=O)N3CCOCC3)ccc2Cl)cc(OC)c1OC	i	1.0
COc1ccc(CCN2CC(C(=O)NCc3cccc(F)c3)CCC2=O)cc1 (centres undefined)	i	0.8
Cc1c(Cl)cccc1N=C1NC(=O)CS1	i	0.1
Cc1cccc(CN2CCN(C3CN(CCc4ccccc4)S(=O)(=O)C3)CC2)c1 (centres undefined)	i	0.4
C[C@@H]1CN([C@@H](C)CO)C(=O)CCCn2nncc2CO[C@H]1CN(C)Cc1ccc(C(F)(F)F)cc1	i	0.2
O=C(Cc1cccc(NC(=O)C2CCN(C(=O)C3CCCC3)CC2)c1)Nc1cccc(C(=O)N2CCCCC2)c1	i	0.5
CCCC(=O)c1ccc(OCc2cn(CC(=O)c3ccc(O)cc3)nn2)cc1	i	0.7
C[C@H](NC(=O)c1ccccc1)C(=O)OCC(=O)Nc1ccc(Cl)cn1	i	0.6
Cc1ccc(C)c(N2CCN(C(=O)CCc3nc(-c4ccccc4Cl)no3)CC2)c1	i	0.3
O=S(=O)(NCc1nnc2ccccn12)c1ccc(F)cc1	i	1.1
O=C(/C=C/[C@H]1O[C@@H](n2ccc(=O)[nH]c2=O)[C@H](O)[C@@H]1O)NCc1ccco1	i	1.2
CCC(=O)Nc1c(C#N)c2nc3ccccc3nc2n1-c1ccc(C)cc1	i	0.3
O=c1[nH]cnc2c1ncn2C1OCC(O)C(O)C1O (centres undefined)	i	2.1
CC1(C(=O)NS(=O)(=O)c2ccc(C#N)cc2)CCN1C(=O)CC1CC1 (centres undefined)	i	0.4
CC(=O)Nc1cccc(-c2ccnc3c2CC(C(=O)NCCN(C)C)O3)c1 (centres undefined)	i	0.4
CSc1ncccc1C(=O)OC(C)C(=O)Nc1ccc2c(c1)OCCO2 (centres undefined)	i	1.4
CSc1cc(SC)ncn1	i	1.1
COc1ccc(C(O)c2nc(-c3ccccc3OC)cs2)cc1 (centres undefined)	i	1.4
COc1ccc(-c2cc(=O)c3ccc(O)cc3o2)cc1	i	4.2
C(#CSCc1ccccc1)SCc1ccccc1	i	1.0
OCC(O)C1OCOC(C(O)CO)C1O (centres undefined)	i	0.8

By substructure: the entries above with a cyano group (4)
SMILES	Myeloid diff 2	Myeloid diff 2 GFP+ MAC1+ %
N#CC1C(=O)Nc2cccnc21 (centres undefined)	i	0.4
CCCCN(C)C(=O)c1sc(=O)n(Cc2ccccc2C#N)c1C	i	2.3
CCC(=O)Nc1c(C#N)c2nc3ccccc3nc2n1-c1ccc(C)cc1	i	0.3
CC1(C(=O)NS(=O)(=O)c2ccc(C#N)cc2)CCN1C(=O)CC1CC1 (centres undefined)	i	0.4

Complete entries as entered above. Order of screens: Myeloid diff 2, Myeloid diff 2 GFP+ MAC1+ %
COc1ccc(C(O)c2nc(-c3ccccc3OC)cs2)cc1 (centres undefined) is listed as i, 1.4
COc1ccc(-c2cc(=O)c3ccc(O)cc3o2)cc1 is listed as i, 4.2

Other records.
SMILES	Myeloid diff 2	Myeloid diff 2 GFP+ MAC1+ %
Nc1ccn([C@@H]2O[C@H](C(=O)Nc3ccc(Oc4ccccc4)nc3)[C@@H](O)[C@H]2O)c(=O)n1	i	0.7
COc1ccc(CN2C[C@@H](CO)O[C@@H](n3cnc4c(N5CCN(c6ccccc6)CC5)ncnc43)C2)cc1	i	0.3
CCCc1nc2ccc(Cl)cn2c1Cc1ccc(C)cc1	i	1.0
COc1ccc(CC(=O)NNC(=O)c2cc(Cl)ccc2OC)cc1	i	0.3
CCCC1OC(c2ccco2)OCC1CC (centres undefined)	i	0.9
C[C@H]1CN([C@@H](C)CO)C(=O)CCCn2nncc2CO[C@@H]1CN(C)S(=O)(=O)c1cccc(C#N)c1	i	1.4
CC(=O)Nc1cccc(-c2cc(N3CCN(CCO)CC3)n3nccc3n2)c1	i	0.8
O=C1CCCCCC(=O)[C@H](O)C[C@H](c2ccccc2)O1	i	1.0
COc1ccccc1CNC(=O)c1cc(-c2ccc(F)cc2OC)n[nH]1	i	1.7
CC(CO)NS(=O)(=O)c1cccc(Cl)c1F (centres undefined)	i	0.9
COc1ccc(-c2ccc(-c3cc(=O)oc4cc(OC)c(OC)c(OC)c34)cc2)cc1	?	·
CC(C)C[C@@H](CO)NS(=O)(=O)c1cc(Cl)ccc1F	i	0.4

3 entries from above, ordered by molar mass, descending.
SMILES	Myeloid diff 2	Myeloid diff 2 GFP+ MAC1+ %
COc1ccc(CN2C[C@@H](CO)O[C@@H](n3cnc4c(N5CCN(c6ccccc6)CC5)ncnc43)C2)cc1	i	0.3
COc1ccc(CC(=O)NNC(=O)c2cc(Cl)ccc2OC)cc1	i	0.3
CC(C)C[C@@H](CO)NS(=O)(=O)c1cc(Cl)ccc1F	i	0.4

(cont.)
SMILES	Myeloid diff 2	Myeloid diff 2 GFP+ MAC1+ %
O=C(Nc1ccccc1[N+](=O)[O-])OCC=Cc1ccccc1	i	0.9
CC(=O)C1CCC2C3CCC4CC(=O)CCC4(C)C3C=CC12C (centres undefined)	i	1.3
COc1ccc(-c2cnc3c(NC(C)=O)cc(-c4cccc(C(=O)NCCO)c4)cn23)cc1OC	i	0.8
O=C1N[C@@H](Cc2c[nH]c3ccccc23)C(=O)N[C@H]1Cc1ccccc1	i	0.9
COC(=O)c1cccc(CN2C(=O)C(C)Sc3ccc(C#N)cc32)c1 (centres undefined)	i	1.5
O=C(CNCc1ccc(Cl)cc1)Nc1cc(S(=O)(=O)N2CCCC2)ccc1Cl	i	0.2
CCN(CC)CCNC(=O)c1ccc(NC(=O)c2cccc(S(=O)(=O)N3CCCCCC3)c2)cc1	i	0.1
Cn1c(NCc2cccnc2)nc2cc(-c3cccc(C(=O)NCCO)c3)sc2c1=O	+	2.6*
COc1ccccc1CN1C(=O)C(Cc2ccccc2)ON=C1c1ncccc1C (centres undefined)	i	3.6
COc1ccc(C(CNC(=O)c2cc(S(=O)(=O)Nc3cccc(C)c3)ccc2C)N2CCOCC2)cc1 (centres undefined)	i	0.9
CCCCN(C(=O)c1ccccc1Br)C(c1ccc(OC)cc1)c1nc2ccccc2[nH]1 (centres undefined)	i	1.6
Cc1cc2c(cc(C(=O)OC(C)C(=O)NCc3ccc(F)cc3)n2C)o1 (centres undefined)	i	0.3
Cc1ccc(-c2ccc(CN3C(CC(C)C)C(=O)N(Cc4cn(CCC5OCCO5)nn4)CCS3(=O)=O)cc2)cc1 (centres undefined)	i	0.2
CCOC(=O)[C@]12CCC=C1N(Cc1ccc3c(c1)OCO3)C(=O)[C@H](CC(=O)NCc1cccc(C(F)(F)F)c1)C2	i	0.2
CCOC(=O)N1CCN(C(=O)CSc2ncnc3sccc23)CC1	i	0.7
CC(=O)c1ccc(-c2c(C)cc3oc(=O)cc(-c4ccccc4)c3c2C)cc1	i	0.3
Cc1cc(Br)ccc1NC(=O)CN(C)C(=O)c1cccc(S(=O)(=O)N2CCN(C)CC2)c1	i	1.6
C[C@H]1CN([C@@H](C)CO)C(=O)CCCn2nncc2CO[C@@H]1CN(C)Cc1ccc2c(c1)OCCO2	i	1.2
CCOc1cc(C(=O)CCC(=O)OCC(=O)Nc2ccc(F)cc2)ccc1O	i	0.6
NC(=O)C1=C(N=C2CCCCC2)CCCC1	i	1.1
Cn1c(=O)c2[nH]c(NN=Cc3ccc(F)cc3)nc2n(C)c1=O	i	1.6
OCCNCc1cccc(-c2ccccc2)c1O	i	0.6
CCN(CC(=O)Nc1ccc2c(c1)OCCO2)C(=O)c1cc(S(=O)(=O)N2CCOCC2)ccc1F	i	0.2
CSC1=NC=C(C#N)C2=NC(c3ccc(Cl)cc3)NN12 (centres undefined)	i	0.6
COc1cc2c(c(OC)c1OC)C(=O)C(=Cc1ccccc1)O2	i	0.7
COc1ccccc1C(=O)NCCC(=O)N1CC(C)OC(C)C1 (centres undefined)	i	0.3
CCOC(=O)C1=CCN(S(=O)(=O)c2ccccc2Br)C1c1cccc(Cl)c1 (centres undefined)	i	1.3
Cc1ccc([C@@H]2CC(=O)[C@@H]3CN(S(=O)(=O)c4ccc(C)cc4)[C@H](c4ccccc4)C[C@@H]3N2S(=O)(=O)c2ccc(Cl)cc2)cc1	i	0.3
c1ccc(-c2cn3ccccc3n2)cc1	i	1.4
CC(C)N(C(=O)[C@H]1C[C@H](CC(=O)NCC23CC4CC(CC(C4)C2)C3)C(=O)N2CCc3c([nH]c4cc(CCC(=O)N(C)C)ccc34)[C@]12C)C(C)C	i	0.4
Cc1c(C(=O)NCc2cccc([N+](=O)[O-])c2)sc(=O)n1Cc1ccc(C(C)C)cc1	i	2.6
CN(CC(=O)N/N=C/c1ccc(F)cc1)S(=O)(=O)c1ccccc1	i	1.2
O=C(COC(=O)c1ccc(F)c(S(=O)(=O)N2CCOCC2)c1)c1ccc(Br)cc1	i	0.3
CCc1nc2c(OCc3ccc(F)cc3)cccn2c1N(C)C(=O)CC(C)C	i	1.0
COc1ccc([C@H]2C[C@H](O)[C@@H](n3cc(COC(=O)c4ccccc4)nn3)CN2Cc2cccs2)cc1	i	0.7
CCCCCCCCCC(=O)N[C@@H]1c2cc(OC)c(OC)cc2C[C@H]1O	i	1.2
Cc1ccc(S(=O)(=O)NNc2c3ccccc3nc3ccc(Cl)cc23)cc1	i	0.5
C[C@H](CO)N1C[C@H](C)[C@H](CN(C)S(=O)(=O)c2ccc3ccccc3c2)OCc2cnnn2CCCC1=O	i	0.7

High-throughput results: PubChem BioAssay, NMMLSC

Not all compounds are listed; the hit share may differ from the screen's.
